Bioassay records deposited in PubChem by National Center for Advancing Translational Sciences (NCATS).
Tb PGK inh – inhibitors of T. brucei phosphoglycerate kinase; P07378; PGK/GAPDH coupled, Kinase-Glo luminescence, 60 min; Potency, µM (doses to about 57.5 µM), without a hit: top-dose activity change, negative = inhibition, most hits filed as inhibitors; actives 0.043% (n = 380,000); AID 602233; also: potency is read from the fitted curve at half-maximal effect; % is scaled to controls: 0 for no effect and ±100 for the full control effect; nearly all actives have a fitted effect of over 60% in size
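Luminescent ATP detection (Kinase-Glo Plus) follows a 60-minute room-temperature incubation, with wells lacking PGK as controls. Buffer: 100 mM TEA (pH 7.6), 5 mM MgCl2, 0.01% Tween-20. Coupling enzyme GAPDH (100 nM final) supplies unstable 1,3-BPG in-well.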
TrxR1 substrate – rat thioredoxin reductase 1 substrate activity; purified TrxR1 substrate turnover, NADPH consumption readout; actives 0.01% (n = 390,000); O89049; Potency, µM (titrated, usually from 114 µM), without a hit: top-dose activity change, negative = substrate turnover; also: potency is read from the fitted curve at half-maximal effect; % is scaled to controls: 0 for no effect and ±100 for the full control effect; nearly all actives have a fitted effect of over 50% in size
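Rat TrxR1, dispensed at 90 nM, was prereduced with 400 uM NADPH (final) for 5 min at ~22 deg C, then incubated with compound 15 min before 400 uM selenite. A first-read NADPH fluorescence drop versus no-compound background flagged substrates.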
GLS inhibitor – inhibitors of human glutaminase (GLS) | O94925 | GLS enzymatic activity, qHTS titration | Potency, µM (doses to about 45.5 µM), for inactives: top-dose activity change, negative = inhibition, actives largely listed as inhibitors | actives 0.21% (n = 410,000) | AID 624170; also: potency is read from the fitted curve at half-maximal effect; % is scaled to controls: 0 for no effect and ±100 for the full control effect
Target sequence (O94925 whole entry, looked up): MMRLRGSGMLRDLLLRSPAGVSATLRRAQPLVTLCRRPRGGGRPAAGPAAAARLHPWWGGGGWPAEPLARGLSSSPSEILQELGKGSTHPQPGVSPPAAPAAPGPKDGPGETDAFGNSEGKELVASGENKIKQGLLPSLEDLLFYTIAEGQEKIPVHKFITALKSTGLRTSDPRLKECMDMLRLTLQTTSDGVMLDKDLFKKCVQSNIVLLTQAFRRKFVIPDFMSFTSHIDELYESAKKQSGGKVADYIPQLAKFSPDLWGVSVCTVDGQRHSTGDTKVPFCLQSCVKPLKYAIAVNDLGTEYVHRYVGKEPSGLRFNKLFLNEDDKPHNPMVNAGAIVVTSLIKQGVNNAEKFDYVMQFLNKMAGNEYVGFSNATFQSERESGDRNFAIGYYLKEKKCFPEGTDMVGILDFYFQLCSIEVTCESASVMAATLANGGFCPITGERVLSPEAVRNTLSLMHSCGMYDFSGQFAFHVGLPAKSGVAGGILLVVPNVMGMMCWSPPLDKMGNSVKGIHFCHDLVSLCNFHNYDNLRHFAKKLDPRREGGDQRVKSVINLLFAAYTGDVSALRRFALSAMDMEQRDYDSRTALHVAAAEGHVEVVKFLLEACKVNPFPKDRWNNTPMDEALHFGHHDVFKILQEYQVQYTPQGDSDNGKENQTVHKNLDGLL
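Compounds were pin-transferred onto hKGA, after which L-glutamine (1 mM solution) and a detection mix of glutamate oxidase, HRP and Amplex Red were added. Initial and 30 min RT fluorescence reads were collected.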
PI4K2A inh – inhibitors of human PI4K2A; Q9BTU6; purified PI4K2A, ADP-Glo luminescence, 1 h; stronger effect = lower value; activity change, negative = inhibition, % at 76.9 µM; actives 0.13% (n = 420,000); AID 1346378; in the data active = activity change below about -50%; inconclusive = mostly about -30% to -49%;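 also: -100% = wells without enzyme as full effect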
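ADP-Glo luminescence measured ADP generated by PI4K2A enzyme (4 ug/mL before mixing) with 1.2 mM PI substrate (pre-mix) and 300 microM ATP (pre-mix). Tris pH7.5 buffer with MgCl2, Triton X-100; 1 h reaction at ambient temperature.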
rTrxR1 inhibitor – inhibitors of rat thioredoxin reductase 1; O89049; recombinant rTrxR1, NADPH fluorescence consumption, selenite substrate; Potency, µM (highest dose often 114 µM), inactives show top-dose activity change, negative = inhibition, hits mostly inhibitors; actives 1% (n = 390,000); AID 588453; also: potency is read from the fitted curve at half-maximal effect; % is scaled to controls: 0 for no effect and ±100 for the full control effect; nearly all actives have a fitted effect of over 65% in size
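Rat TrxR1 (90 nM in the dispensed reagent) was pre-reduced with 400 uM NADPH for 5 min at room temperature, then incubated with compound for 15 min. After 400 uM selenite was added, NADPH fluorescence (Ex 340/Em 450 nm) was followed for 8 min.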
Pin1 inh – human Pin1 inhibition; Q13526; Pin1 FP peptide displacement, HiFluor488, 10 min; Potency, µM (titrated, usually from 115 µM), for inactives: at the highest dose activity, negative = inhibition, actives largely listed as inhibitors; actives 0.009% (n = 390,000); active = well fitted inhibition curve with a large enough effect in the polarisation, with a control signal flat, not every such curve was filed as active; inconclusive = small, poorly fitted or top-dose-only effect, or effect the other way, or a change in a side signal; inactive = no such curve, though single readings can be large or run the other way; the % refers to the polarisation; also: potency is read from the fitted curve at half-maximal effect; % is scaled to controls: 0 for no effect and ±100 for the full control effect
USP1 inh – USP1/UAF1 (human) deubiquitinase inhibition; recombinant USP1/UAF1, Ub-Rhodamine cleavage fluorescence; actives 0.23% (n = 390,000); Potency, µM (top dose mostly 57.1 µM), for the others: at the top dose activity change, negative = inhibition, actives largely listed as inhibitors; also: potency is read from the fitted curve at half-maximal effect; % is scaled to controls: 0 for no effect and ±100 for the full control effect; nearly all actives have a fitted effect of over 60% in size; inactives centre near -12
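Step one: compound is pinned into 1nM USP1/UAF1 in HEPES pH 7.8 buffer with TCEP. Step two: 15 min room-temperature incubation. Step three: Ub-Rho (150nM final) starts cleavage, tracked by fluorescence over six one-minute reads.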
HP1b chromo inh – inhibitors of HP1-beta chromodomain binding to methylated histone tails. P83916. AlphaScreen HP1-beta / biotin-H3K9me3 peptide binding. Potency, µM (titrated, usually from 114 µM), for the others: top-dose activity change, negative = inhibition, actives largely listed as inhibitors. actives 0.56% (n = 390,000). AID 540317; also: potency is read from the fitted curve at half-maximal effect; nearly all actives have a fitted effect of over 70% in size; inactives centre near 23
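AlphaScreen: HP1-beta (50 nM) preformed 30 min with biotin-H3(1-18)K9me3 peptide (50 nM) in PBS pH 7.4, 0.01% Tween-20. Compound added for 30 min at RT, then streptavidin donor/nickel chelate acceptor beads (10 ug/mL) for 30 min.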
mIDH1 inhibitor – inhibitors of human mutant IDH1 R132H. IDH1-R132H enzyme, NADPH consumption, diaphorase/resazurin fluorescence. Potency, µM (doses to about 76.6 µM), without a hit: at the top dose activity change, negative = inhibition, usual class: inhibitors. actives 0.093% (n = 390,000). AID 602179; also: potency is read from the fitted curve at half-maximal effect; % is scaled to controls: 0 for no effect and ±100 for the full control effect; nearly all actives have a fitted effect of over 65% in size
Target sequence (O75874 whole entry R132H, stated change not applied): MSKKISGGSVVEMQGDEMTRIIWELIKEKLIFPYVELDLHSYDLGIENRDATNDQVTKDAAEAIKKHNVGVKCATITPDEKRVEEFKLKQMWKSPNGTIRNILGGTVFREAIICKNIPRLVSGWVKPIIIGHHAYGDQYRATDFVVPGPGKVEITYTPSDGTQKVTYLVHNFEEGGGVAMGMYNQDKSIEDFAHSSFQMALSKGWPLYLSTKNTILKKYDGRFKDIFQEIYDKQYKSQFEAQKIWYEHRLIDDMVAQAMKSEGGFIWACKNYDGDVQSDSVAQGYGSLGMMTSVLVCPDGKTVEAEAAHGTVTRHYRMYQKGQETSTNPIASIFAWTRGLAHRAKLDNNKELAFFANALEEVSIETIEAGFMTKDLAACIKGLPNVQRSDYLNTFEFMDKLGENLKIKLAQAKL
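IDH1-R132H (0.5 ug/mL) preincubated 30 min with compound, then NADPH (0.016 mM) and alpha-KG (2 mM) added; 80 min at RT, pH 7.5. Remaining NADPH coupled via diaphorase/resazurin to fluorescence (540/590 nm); concentration-response curves normalized to no-enzyme control.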
An asterisk follows results filed as active; i = inactive; u = inconclusive; x = no result given; [ ] = another dose, or the depositor's remark. Unless noted, calls follow the shape of the dose curve; as a rule, active = well fitted curve in the direction sought with a large enough effect; inconclusive = small, poorly fitted or top-dose-only effect, or another doubt; inactive = no such curve, though single readings can be large; an effect the other way counts as inactive or inconclusive.

SMILES	Tb PGK inh	TrxR1 substrate	GLS inhibitor	PI4K2A inh	rTrxR1 inhibitor	Pin1 inh	USP1 inh	HP1b chromo inh	mIDH1 inhibitor
Cc1ccc(S(=O)(=O)N2CCCC(C(=O)NCc3cccnc3)C2)cc1Cl (stereo unspecified)	3%	-5%	12%	6	1%	1%	-15%	20%	-2%
COc1cc(C)nc(SCC(N)=O)n1	1%	3%	6%	7	16%	8%	-13%	24%	1%
COc1ccc(N2CCN(C(=O)C(Cc3ccccc3)n3cccc3)CC2)cc1 (stereo unspecified)	-6%	7%[57.1 µM]	23%	2	13%[57.1 µM]	12%	-28%	u	0%
COC(=O)c1cc(=O)c2ccc(OC)cc2o1	14%	7%	-6%	-3	19%	-13%	-15%	16%	1%
COc1ccc(N/N=C(\C#N)C(N)=O)cc1	3%	-4%[57.1 µM]	u	3	-10%[57.1 µM]	1%	-16%	-14%	-2%
COc1ccccc1N1CCN(/N=C/C=C\c2ccco2)CC1	-5%	-1%[57.1 µM]	1%	3	-3%[57.1 µM]	-9%	-14%	-55%	4%
N/C(=N\OC(=O)c1ccc(Cl)cc1Cl)c1ccccc1	-29%	2%	-10%	-15	18%	6%	-17%	161%[activator]	10%
Cc1nn(C)cc1CN(C)Cc1c(C(=O)N(C)Cc2ccccc2)nc2ccccn12	-5%	-8%	11%	-6	-9%	0%	-23%	29%	-9%
Cc1onc(-c2ccccc2Cl)c1C(=O)Nc1nc2c(s1)CCCC2	i	-1%[57.1 µM]	0%	-2	8%	2%	-13%	8%	2%
Cc1ccc(OCc2ccc(C(=O)N3CCCC3)o2)cc1C	-3%	2%	4%	9	1%	1%	-2%	10%	-1%
CCCC1Cc2[nH]c(=O)c(C#N)cc2CO1 (stereo unspecified)	i	211%[activator]	2%	-2	u	-18%	-5%	1%	1%
Cc1cc(C)n2nc(C(=O)OCC(=O)N3CC(C)CC(C)C3)nc2n1 (stereo unspecified)	1%	-4%	2%	-4	-16%	1%	-10%	25%	4%
Cc1cc(NC(=O)CSc2ccc(-c3nc4cc(C)c(C)cc4[nH]3)cn2)no1	u	15%	0%	-7	4%	28%	-14%	38%	13%
O=C(CN1CCN(S(=O)(=O)N2CCCCC2)CC1)Nc1ccc(Cl)c(Cl)c1	-10%	5%[57.1 µM]	-6%	-6	9%[57.1 µM]	-1%	-16%	51%[activator]	3%
CCS(=O)(=O)c1ccc(NC(=O)c2ccccc2Cl)c(O)c1	-9%	2%[57.1 µM]	1%	5	12%[57.1 µM]	2%	-8%	36%	1%
CCS(=O)(=O)N1CC(=O)N(c2cc(Cl)ccc2C)C(C)(C(=O)NC2CCCCCC2)C1 (stereo unspecified)	-4%	-4%	-13%	3	15%	-2%	-20%	-7%	0%
CC(C)CCn1nnc2sc(-c3ccccc3)cc2c1=O	x	6%	-2%	3	-2%	8%	-18%	39%	x
O=C(O)CSc1nc2ccc(C(=O)c3ccccc3)cc2[nH]1	3%	3%[57.1 µM]	0%	3	7%[57.1 µM]	-13%	-6%	18%	1%
O=c1[nH]c(COc2ccc(Cl)cc2Br)nc2ccccc12	i	-9%	7%	5	-3%	28%	-7%	-5%	7%
C/C(=N/OCC(=O)NCCCCCCNC(=O)CO/N=C(/C)c1cccs1)c1cccs1	-3%	5%	4%	0	11%	-2%	-20%	34%	2%

A different layout for some results above:
molecule | Tb PGK inh | TrxR1 substrate | GLS inhibitor | PI4K2A inh | rTrxR1 inhibitor | Pin1 inh | USP1 inh | HP1b chromo inh | mIDH1 inhibitor
COc1ccccc1N1CCN(/N=C/C=C\c2ccco2)CC1 | -5% | -1%[57.1 µM] | 1% | 3 | -3%[57.1 µM] | -9% | -14% | -55% | 4%
N/C(=N\OC(=O)c1ccc(Cl)cc1Cl)c1ccccc1 | -29% | 2% | -10% | -15 | 18% | 6% | -17% | 161%[activator] | 10%
Cc1nn(C)cc1CN(C)Cc1c(C(=O)N(C)Cc2ccccc2)nc2ccccn12 | -5% | -8% | 11% | -6 | -9% | 0% | -23% | 29% | -9%
Cc1onc(-c2ccccc2Cl)c1C(=O)Nc1nc2c(s1)CCCC2 | i | -1%[57.1 µM] | 0% | -2 | 8% | 2% | -13% | 8% | 2%
Cc1ccc(OCc2ccc(C(=O)N3CCCC3)o2)cc1C | -3% | 2% | 4% | 9 | 1% | 1% | -2% | 10% | -1%
CCCC1Cc2[nH]c(=O)c(C#N)cc2CO1 (stereo unspecified) | i | 211%[activator] | 2% | -2 | u | -18% | -5% | 1% | 1%
Cc1cc(C)n2nc(C(=O)OCC(=O)N3CC(C)CC(C)C3)nc2n1 (stereo unspecified) | 1% | -4% | 2% | -4 | -16% | 1% | -10% | 25% | 4%
Cc1cc(NC(=O)CSc2ccc(-c3nc4cc(C)c(C)cc4[nH]3)cn2)no1 | u | 15% | 0% | -7 | 4% | 28% | -14% | 38% | 13%
O=C(CN1CCN(S(=O)(=O)N2CCCCC2)CC1)Nc1ccc(Cl)c(Cl)c1 | -10% | 5%[57.1 µM] | -6% | -6 | 9%[57.1 µM] | -1% | -16% | 51%[activator] | 3%
CCS(=O)(=O)c1ccc(NC(=O)c2ccccc2Cl)c(O)c1 | -9% | 2%[57.1 µM] | 1% | 5 | 12%[57.1 µM] | 2% | -8% | 36% | 1%
CCS(=O)(=O)N1CC(=O)N(c2cc(Cl)ccc2C)C(C)(C(=O)NC2CCCCCC2)C1 (stereo unspecified) | -4% | -4% | -13% | 3 | 15% | -2% | -20% | -7% | 0%
CC(C)CCn1nnc2sc(-c3ccccc3)cc2c1=O | x | 6% | -2% | 3 | -2% | 8% | -18% | 39% | x
O=C(O)CSc1nc2ccc(C(=O)c3ccccc3)cc2[nH]1 | 3% | 3%[57.1 µM] | 0% | 3 | 7%[57.1 µM] | -13% | -6% | 18% | 1%

(next part)
SMILES	Tb PGK inh	TrxR1 substrate	GLS inhibitor	PI4K2A inh	rTrxR1 inhibitor	Pin1 inh	USP1 inh	HP1b chromo inh	mIDH1 inhibitor
CC(=O)c1cccc(NC(=O)Cc2noc3ccccc23)c1	-5%	6%[11.4 µM]	-11%	-3	-1%	3%	-18%	10%	19%
CN(CC(=O)Nc1ccc(Cl)cc1)C(=O)c1ccc(N2CCCC2=O)cc1	4%	-8%	5%	1	-11%	4%	9%	31%	-8%
CCN(C(=O)COC(=O)CCOc1ccccc1C)c1c(N)n(Cc2ccccc2)c(=O)[nH]c1=O	-5%	2%	0%	8	15%	6%	-18%	11%	0%
CC(=O)N1CCc2cc(Br)cc(S(=O)(=O)CCC(=O)NCc3ccc(F)cc3)c21	-5%	4%[2.29 µM]	-11%	6	7%	-1%	u	23%	-2%
O=C(NCCCc1ccccc1)C1CC1	-2%	4%[57.1 µM]	0%	4	10%[57.1 µM]	2%	-12%	15%	-1%
CCc1c(C)sc(NC(=O)C2c3ccccc3Oc3ccccc32)c1C(=O)OC(C)C	i	8%	-3%	0	32%	18%	-12%	22%	0%
O=C(Oc1ccc(O)cc1)C12CC3CC(CC(C3)C1)C2	-5%	-14%	0%	-1	-6%	-7%	-10%	u	-2%
CCOC(=O)CNc1nc(Cl)nc(Nc2ccccc2)n1	1%	12%[57.1 µM]	9%	1	18%[57.1 µM]	-1%	-25%	-6%	3%
CCOC(=O)CSC1=C(C#N)C(c2ccc(OC)cc2)C2=C(CC(C)(C)CC2=O)N1 (stereo unspecified)	-9%	4%	-21%	-4	0%	u	-10%	26%	-12%
CCCc1cc(Nc2ccccc2)n2ncnc2n1	-3%	10%[2.29 µM]	2%	-1	4%	4%	-4%	19%	5%

Grouped by structure, the compounds so far containing a furan ring, fused or not
SMILES	Tb PGK inh	TrxR1 substrate	GLS inhibitor	PI4K2A inh	rTrxR1 inhibitor	Pin1 inh	USP1 inh	HP1b chromo inh	mIDH1 inhibitor
COc1ccccc1N1CCN(/N=C/C=C\c2ccco2)CC1	-5%	-1%[57.1 µM]	1%	3	-3%[57.1 µM]	-9%	-14%	-55%	4%
Cc1ccc(OCc2ccc(C(=O)N3CCCC3)o2)cc1C	-3%	2%	4%	9	1%	1%	-2%	10%	-1%

Following part.
SMILES	Tb PGK inh	TrxR1 substrate	GLS inhibitor	PI4K2A inh	rTrxR1 inhibitor	Pin1 inh	USP1 inh	HP1b chromo inh	mIDH1 inhibitor
CCOC(=O)/C(=C/Nc1ccc(F)cc1)[N+](=O)[O-]	i	0%	-10%	-3	21%	-5%	1%	24%	5%
CN1CCN(c2ccc(NC(=O)c3cc4ccccc4o3)cc2)CC1	-3%	-2%	14%	0	29%	-6%	-10%	5%	-2%
O=C(NNC(=O)c1ccc2ccccc2c1)c1cccc(F)c1	-6%	2%	1%	3	10%	5%	-5%	13%	-11%
Cc1cc(C(=O)Nc2ccccc2C)c2ccccc2n1	-7%	6%	-5%	5	26%	-5%	-27%	27%	20%
COc1ccc(S(=O)(=O)N2CCOC23CCN(S(=O)(=O)c2ccc(F)cc2)CC3)cc1	-6%	-3%[57.1 µM]	-5%	4	10%[57.1 µM]	9%	u	35%	-2%
CC(=O)OC1CC2(C)/C(=N\O)CCC2C2CCc3cc(O)ccc3C12 (stereo unspecified)	10%	5%	19%	-9	10%	-3%	-4%	28%	1%

Not all compounds are listed; the hit share may differ from the screen's.
